Screening data: PubChem, National Center for Advancing Translational Sciences (NCATS)
TDP1 inh – blocks human tyrosyl-DNA phosphodiesterase 1; AID 485290; hit rate 0.28% among 350,000; Potency, µM (highest dose often 130 µM), inactives show top-dose activity change, negative = inhibition, hits mostly inhibitors; recombinant TDP1, AlphaScreen DNA substrate cleavage; also: nearly all actives have a fitted effect of over 40% in size
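Here, a 5' biotin and 3' phosphotyrosine-FITC DNA oligonucleotide reports Tdp1 activity: intact substrate bridges AlphaScreen beads, while cleavage leaves a 3' phosphate and drops signal. All incubations at room temperature.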
TDP1 cell noCPT – qHTS for Inhibitors of human tyrosyl-DNA phosphodiesterase 1 (TDP1): qHTS in cells in absence of CPT; DT40 Tdp1-/- hTDP1 cells, no CPT, ATP luminescence, 48 h; Potency, µM (titrated, usually from 46.2 µM), for inactives: top-dose activity change, negative = growth inhibition, hits mostly inhibitors; hit rate 15% among 420,000; AID 686978, 2013; also: nearly all actives have a fitted effect of over 55% in size
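Camptothecin absent (DMSO only). Human TDP1-complemented DT40 knockout cells, 400 cells/well, 37 °C for minimum 48 hr; ATP measured via CellTiter-Glo, 30 min dark incubation, luminescence.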
GCN5L2 inh – inhibitors of human GCN5L2 histone acetyltransferase; Q92830; GCN5L2 HAT assay, ThioGlo1 CoA-SH fluorescence; Potency, µM (doses to about 58.9 µM), for the others: at the top dose activity change, negative = inhibition, usual class: inhibitors; hit rate 0.21% among 390,000; AID 504327
Target sequence (Q92830 whole entry, looked up): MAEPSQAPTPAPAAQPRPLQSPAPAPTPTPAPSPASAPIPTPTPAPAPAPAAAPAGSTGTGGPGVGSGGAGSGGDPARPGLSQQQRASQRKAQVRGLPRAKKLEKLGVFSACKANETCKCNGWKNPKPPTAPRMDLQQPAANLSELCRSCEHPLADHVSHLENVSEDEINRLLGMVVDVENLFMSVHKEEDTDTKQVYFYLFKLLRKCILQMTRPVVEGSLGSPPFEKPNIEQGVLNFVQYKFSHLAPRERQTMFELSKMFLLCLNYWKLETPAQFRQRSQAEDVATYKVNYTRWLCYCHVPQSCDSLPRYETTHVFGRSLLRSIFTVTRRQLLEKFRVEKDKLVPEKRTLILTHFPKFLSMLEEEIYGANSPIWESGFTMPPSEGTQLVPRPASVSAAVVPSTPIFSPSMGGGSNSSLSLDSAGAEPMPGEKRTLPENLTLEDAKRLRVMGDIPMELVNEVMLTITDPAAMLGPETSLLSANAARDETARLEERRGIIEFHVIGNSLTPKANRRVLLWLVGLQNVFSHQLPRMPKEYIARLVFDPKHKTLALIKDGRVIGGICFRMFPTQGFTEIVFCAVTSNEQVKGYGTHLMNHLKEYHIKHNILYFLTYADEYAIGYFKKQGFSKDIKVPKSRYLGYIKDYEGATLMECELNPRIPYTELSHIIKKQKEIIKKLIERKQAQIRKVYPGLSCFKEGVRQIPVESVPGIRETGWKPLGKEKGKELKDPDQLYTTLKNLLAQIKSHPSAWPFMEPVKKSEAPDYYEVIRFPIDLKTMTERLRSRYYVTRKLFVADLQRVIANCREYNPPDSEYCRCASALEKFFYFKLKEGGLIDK
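qHTS, 1536-well. 20nM enzyme, pH 7.5 HEPES/EDTA/Tween-20 buffer; 15 min compound preinc., RT. Start: 75uM H3(1-25), 70uM AcCoA, 50uM ThioGlo1. Read Ex340/Em540 at t=0 (autofluorescence flag) and t=20 min.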
Numbers without * were called inactive; ? = inconclusive; / = not tested or not shown; & = joins results of further samples; [ ] = another dose, or the depositor's remark. Calls follow the shape of the dose curve; as a rule, active = well fitted curve in the direction sought with a large enough effect; inconclusive = small, poorly fitted or top-dose-only effect, or another doubt; inactive = no such curve, though single readings can be large; an effect the other way counts as inactive or inconclusive. % is scaled to controls: 0 for no effect and ±100 for the full control effect; potency is read from the fitted curve at half-maximal effect.

Value order: TDP1 inh | GCN5L2 inh | TDP1 cell noCPT
CN(c1cccc(NC(=O)CN(c2cccc(F)c2)S(C)(=O)=O)c1)S(C)(=O)=O
  -8% | 1% | -26%
O=C(CNCCO)N1CCc2ccccc21
  2% | 0% | 7%
NS(=O)(=O)c1ccc(CNC(=S)NC(=O)c2ccco2)cc1
  0% | -2% | -21%
O=C(NCCc1ccccc1)C(=O)NCC1(c2ccccc2)CCCC1
  -8% | 38%[activator] | 17%
O=C(NCc1ccc(F)cc1)C(c1ccccc1)c1ccccc1
  / | -4% | 7%
Cc1nc(Oc2ccccc2)c2ccccc2n1
  4% | -9% | ?
COC(=O)c1scc(-c2ccc(C)cc2)c1S(=O)(=O)Nc1cc(C)ccc1OC
  3% | -15% | 23µM*
Cn1cccc1/C=N/NC(=O)c1ccccn1
  4% | -15% | ?
Cc1ccc(/C=N/NC(=O)c2n[nH]c3c2CCCC3)cc1
  6% | -4% | 0.92µM*
O=C(COC(=O)C1(c2ccccc2)CC1)NNC(=O)c1ccccc1F
  4% | -5% | 7%
CCCCN(C)CCCNC(=O)c1ccc2nc(N3CCCCC3)sc2c1
  -1% | -2% | ?
O=C(COC(=O)Cc1cccc2ccccc12)Nc1ccccc1-c1ccccc1
  7% | -14% | -8%
O=C(N/N=C/c1ccc([N+](=O)[O-])o1)C(=O)Nc1ccc(C(=O)O)cc1
  / | -2% | -14%
CCN1CCOC(=O)C1CC(=O)Nc1ccccc1C(F)(F)F (stereo unspecified)
  -8% | -4% | 3.7µM*
CC(C)OC(=O)c1cccc(NC(=O)Cn2nnc3sc4c(c3c2=O)CCCC4)c1
  7% | -7% | ?
Cc1cccnc1NC(=O)NC(=O)c1ccc(C(C)(C)C)s1
  -2% | 6% | 16µM*
CC(C)OC(=O)CCNc1n[nH]c(=O)[nH]c1=O
  1% | -5% | -5%
CC(NC(=O)CNC(=S)N(Cc1cccs1)C1CCCC1)c1ccccc1 (stereo unspecified)
  5% | -7% | 16µM*
O=C(COC(=O)C1CC(=O)N(c2ccc3c(c2)OCCO3)C1)Nc1ccc2c(c1)CCC2 (stereo unspecified)
  4% | 0% | -5%
COc1cccc(-c2ccc3ncnc(NCc4cc(C)cs4)c3c2)c1
  2% | -18%&-4% | /
Cc1cc(OCC(=O)NNC(=O)c2ccncc2)ccc1C(C)C
  / | 0% | -4%
CCC(C(=O)N1CCN(c2ccccc2)CC1)n1c(C)c2cnn(-c3ccccc3)c(=O)c2c1C (stereo unspecified)
  5% | 1% | ?
C/C(CCc1ccccc1)=N\NC(=O)C(=O)Nc1cccc(Cl)c1
  0% | -1% | ?
CCOc1ccc(NC(=O)N(CCN2CCOCC2)Cc2ccc3c(c2)CCCN3CC)cc1
  11% | -6% | -4%
O=C(NCc1ccc2c(c1)OCO2)C1CC(=O)N(c2ccc(Cl)cc2)C1 (stereo unspecified)
  ? | -2% | -13%
COc1cc(NC(=O)Cn2nnnc2-c2ccccc2F)cc(OC)c1OC
  0% | -1% | -21%
CCn1c(SCC(=O)NC2CCCC2)nnc1-c1ccncc1
  1% | 0% | 4%
COCCn1nnnc1C(c1cccs1)N1CCN(c2ccccc2)CC1 (stereo unspecified)
  -2% | -4% | -15%
C[C@H](CO)N1C[C@H](C)[C@@H](CN(C)S(=O)(=O)c2ccccc2)Oc2c(NS(=O)(=O)c3ccc(F)cc3)cccc2C1=O
  2% | -3% | -26%
Cc1ccc(OCC(=O)NNC(=O)CSc2ncc(C#N)c(N)n2)cc1
  3% | 1% | -11%
Cc1ncn(-c2ccccc2)c1-c1ccccc1
  6% | -6% | -24%
O=C(CN1CC(=O)Oc2ccccc21)OCC(=O)c1cccc(Br)c1
  -1% | -5% | -26%
Cc1ccc(-c2csc(NC(=O)C[n+]3cc(-c4ccccc4)n4c3CCC4)n2)cc1
  / | -4% | 18µM*
COc1ccc(CCN(C)C(=O)/C=C/c2c(Cl)nc3ccccn23)cc1OC
  6% | -8% | ?
C[C@H](NC(=O)CCCn1nnc2ccccc2c1=O)C(=O)O
  0% | 12% | -16%
COc1ccc(C)cc1S(=O)(=O)Nc1ccccc1C
  9% | -1% | ?
Cc1cc(C)cc(N(C(=O)CNC(=O)c2ccco2)C(C(=O)NC2CCCCC2)c2cccnc2)c1 (stereo unspecified)
  -16% | -2% | -23%
CC1COC(C)(CC(=O)NN2C(=O)c3ccccc3C2=O)O1 (stereo unspecified)
  0% | -5% | 2%
Cc1nc(SCC(=O)N2CC(C)OC(C)C2)nc(C)c1C (stereo unspecified)
  3% | -6% | -16%
CCC(=O)Nc1cccc(NC(=S)NC(=O)c2ccc(C)cc2)c1
  4% | 18% | ?
CC(=O)N1CCN(c2ccc([N+](=O)[O-])c(-n3nc(C)cc3C)c2)CC1
  0% | -1% | -3%
CCCCNC(=O)C1COc2ccccc2O1 (stereo unspecified)
  0% | -18% | 0%
Cc1cc(C(=O)CSc2ncccn2)c(C)n1-c1cccc(F)c1
  -3% | -1% | ?
Cn1nnnc1Sc1ncnc2scc(-c3cccc(S(C)(=O)=O)c3)c12
  1% | -2% | /
CCN(CC)c1nc2n(c(=O)n1)CCN2CC
  2% | 3% | -8%
Nc1nc(COC(=O)C2CC(=O)N(Cc3ccccc3Cl)C2)nc(Nc2ccccc2)n1 (stereo unspecified)
  2% | -13% | 20%
O=C(OCc1ccccc1)/C(=C/c1cccc([N+](=O)[O-])c1)NC(=O)c1ccco1
  5% | -25% | -20%
COc1cc(CC(=O)OCC(=O)Nc2cc([N+](=O)[O-])ccc2Cl)cc(OC)c1OC
  3% | 1% | -26%
CCOC(=O)Nc1sc2nc(C)cc(C)c2c1-n1cccc1
  1% | -14% | 9.2µM*
Cc1ccc(-n2cc(CN(C)Cc3nccn3C)c(-c3cccc(C)c3)n2)cc1
  9% | -7% | 23µM*

The list goes on:
Value order: TDP1 inh | GCN5L2 inh | TDP1 cell noCPT
CC1(C)C(C=C(Cl)Cl)C1C(=O)OCc1cccc(Oc2ccccc2)c1 (stereo unspecified)
  / | 0%&-5% | -22%&-1%
COc1ccc2nc(N(Cc3cccnc3)C(=O)c3ccc(Cl)cc3)sc2c1
  10% | -14% | -21%
COc1ccc(-c2cc([C@H]3[C@@H]4C=CCC[C@@]4(C)C(=O)N3Cc3ccccc3)ccc2F)cc1
  -1% | -7% | 26µM*
COc1ccccc1NC(=O)Cn1nnc(C(=O)NCCc2ccccc2)c1N
  -4% | 6% | -24%
Cc1ncoc1C(=O)N1CCCC(CCC(=O)NCc2ccc(F)c(F)c2)C1 (stereo unspecified)
  4% | 0% | -15%
CCS(=O)(=O)N1CCC(C(=O)NCCc2ccccc2)CC1
  -1% | -9% | -5%
COc1ccc(-n2c(COc3ccccc3)nnc2SCC(N)=O)cc1
  2% | -3% | -1%
CCN(CC)S(=O)(=O)c1ccc(OC)c(NC(=O)CSc2cc(Cl)ccc2Cl)c1
  2% | -4% | ?
O=C(Nc1ccc(CN2CCOCC2)cc1)c1ccc(Cl)cc1Cl
  / | -1% | -11%
COc1ccc(CNS(=O)(=O)NCc2ccc(C)cc2)cc1OC
  -3% | 2% | 16µM*
O=C(/C=C/c1cn(-c2ccccc2)nc1-c1ccccc1)Nc1ccc(C(=O)O)cc1
  3% | ? | ?
Cn1c(=O)[nH]c(=O)c2c1nc(CN1CCOCC1)n2CCCO
  1% | -1% | 19%
CC(=O)Nc1c(C)nn(C(C)=O)c1C
  0% | 3% | -2%
Cn1nc(C(F)(F)F)c(C#N)c1N1CCN(c2cccc(C(F)(F)F)c2)CC1
  1% | / | ?
COc1cccc(CN2CCN(C(=O)c3cc(-c4cccnc4)nc4ccc(C)cc34)CC2)c1
  -3% | 22% | 12µM*
CCc1ccc(NC(=O)CSc2nc3c(sc4ccccc43)c(=O)n2CCCOC)cc1
  0% | 0% | ?
COc1cc(C2C(C#N)=C(N)Oc3c2ccc2ccccc32)ccc1OCC(=O)Nc1ccccc1C (stereo unspecified)
  2% | -4% | 26µM*
CS(=O)(=O)Nc1ccc2[nH]c(=O)[nH]c2c1
  5% | -4% | ?
O=c1cc(N=Nc2ccc(Cl)cc2)[nH]c(=O)[nH]1
  5% | 3% | 0.92µM*
Cc1cc2[nH]c3ccccc3c2c(C)n1
  0% | -2% | 16µM*
CCOc1ccc(-c2c(C(=O)N/N=C/c3sccc3C)nnn2-c2nonc2N)cc1
  0% | -6% | -3%
CN(C)C(CNc1ccc([N+](=O)[O-])cc1C#N)c1ccccc1 (stereo unspecified)
  5% | -5% | 0%
Cc1cccc(CSCC(=O)NCc2ccc(S(N)(=O)=O)cc2)c1
  -3% | 3% | -7%
CC1=C(C#N)C(=O)NC(C)(C)C1
  0% | -9% | -20%
CCOc1ccc(N(C)C(=O)CCc2nnc3ccc(N4CCC5(CC4)OCCO5)nn23)cc1
  3% | -4% | 20%
CC(C)NC(=O)Nc1cccc2c1O[C@H](CN(C)C(=O)Nc1ccccc1)[C@@H](C)CN([C@H](C)CO)C2=O
  1% | -6% | -4%
CCCC1C2CN(C(C)=O)CC=C2C(C#N)=C(N)C1(C#N)C#N (stereo unspecified)
  7% | -3% | -9%
O=C(Cc1ccccc1)NCC(=O)N/N=C/c1cccnc1
  / | -4% | -1%
CN(C)CCNC(=O)C(=O)NCC1OCCN1S(=O)(=O)c1ccc2c(c1)OCCO2 (stereo unspecified)
  / | 27% | 16%
COc1ccc(OC)c(-c2cc(C(=O)Nc3c(C)nn(Cc4ccc(Cl)cc4)c3C)no2)c1
  2% | -25% | 21µM*
N#Cc1ccccc1S(=O)(=O)N1CCN(C(=O)C2COc3ccccc3O2)CC1 (stereo unspecified)
  40µM* | -10% | -5%
CCN(CC)C(C)C(=O)NCC1(c2ccccc2)CCOCC1 (stereo unspecified)
  2% | 2% | -1%
COc1cc(C(=O)N2C(=O)c3cccc(N)c3C2=O)cc(OC)c1OC
  2% | -8% | 9%
C[C@H](CO)N1C[C@H](C)[C@@H](CN(C)S(=O)(=O)c2ccc(F)cc2)Oc2ccc(NC(=O)NC3CCCCC3)cc2C1=O
  1% | -2% | -22%
CCOc1ccc(-c2cccc(NS(=O)(=O)c3ccc(F)cc3F)c2)nn1
  9% | -10% | ?
CCN(CC)CCCN1C(=O)C(O)=C(C(=O)c2cc3cccc(OC)c3o2)C1c1ccncc1 (stereo unspecified)
  4% | -7% | -7%
CCOC(=O)c1cnc(-c2ccccc2)nc1N(C)C
  -2% | -8% | -10%
CC1(C)c2ccccc2N2CC(=O)N[C@@]21/C=C/C=C/c1ccccc1
  3% | -3% | ?
O=C(N/N=C/c1cc([N+](=O)[O-])ccc1O)c1ccc(COc2ccc3c(c2)CCC3)o1
  ? | -12% | 3.3µM*
O=C1CCCN1c1ccc(S(=O)(=O)NCc2ccc(F)cc2)cc1
  2% | -4% | ?
C[C@H](NC(=O)c1[nH]cnc1C(=O)Nc1ccc(CNC(=O)OC(C)(C)C)cc1)C(=O)OCc1ccccc1
  8% | 1% | 18µM*
O=C(Nc1ccc(C(=O)O)cc1)/C(=C\c1cccc([N+](=O)[O-])c1)NC(=O)c1ccc(Br)o1
  5% | -6% | -5%

Only part of the results is shown; rates above refer to the full screens.
